PriA SSB inh: K. pneumoniae PriA-SSBct interaction inhibition; AlphaScreen SSBct-PriA binding, biotinylated peptide; inhibition, % at 33 µM; 0.6% of 430,000 active; in the data active = inhibition mostly above about 37%, no sharp cut-off; inactive = mostly below about 20%;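 note: plate controls were negative control peptide for no effect and reference peptide for full effect; strong numbers were not always called active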
* marks the source's active call; other numbers are inactive results; & = joins results of further samples.

Sample of the layout, 3 compounds:
SMILES	PriA SSB inh
O=C(CCc1cccc(Cl)c1)N(CCc1cccs1)C1CC1	-42.0
Cc1cccc(-c2noc(CSc3nc4ccccc4c(=O)n3Cc3ccco3)n2)c1	2.0
C=CCn1c(-c2ccc(OC)c(OC)c2)csc1=Nc1ccccn1	14.1

All compounds of this part, from the first entry:
SMILES	PriA SSB inh
O=C(CCc1cccc(Cl)c1)N(CCc1cccs1)C1CC1	-42.0
Cc1cccc(-c2noc(CSc3nc4ccccc4c(=O)n3Cc3ccco3)n2)c1	2.0
C=CCn1c(-c2ccc(OC)c(OC)c2)csc1=Nc1ccccn1	14.1
Cc1cc(C)c2nc(NC(=O)c3cccc([N+](=O)[O-])c3)sc2c1	-3.0
COc1cc(OC)cc(C(=O)Nc2cc(C)nn2-c2nc(-c3cccs3)cs2)c1	8.0
CCOCC(=O)Nc1ccc2c(c1)CN(C(=O)c1ccco1)CC2	-11.0
CC(C)CC(=O)NCCn1ncc2c(N3CCOCC3)ncnc21	-13.0
CC(=O)c1c(C)oc2ccc(O)cc12	-18.0
O=S(=O)(c1ccc(C2CCCCC2)cc1)n1nnc2ccccc21	9.0
CCOCCCNc1nc2ccccc2nc1NS(=O)(=O)c1cccc2nsnc12	-7.0
Cc1cc(C(=O)N/N=C\c2cccs2)n[nH]1	-1.0
COc1ccc(CCC(=O)Nc2ccc3c(c2)CN(C(=O)c2ccco2)CC3)cc1	-18.0
Cc1cc(-c2cccs2)nn1CCNC(=O)Nc1cccc(Cl)c1	-1.0
O=C(NCCn1ncc2c(=O)n(Cc3cccc(C(F)(F)F)c3)cnc21)C1CCCC1	-11.0
Nn1c(-c2cccnc2)n[nH]c1=S	3.0
Cc1ccccc1-c1nnc(SCc2ccc(C(F)(F)F)cc2)o1	6.0
Cc1sc2ncnc(SCC(=O)Nc3ccc(-c4nc5ccccc5s4)cc3)c2c1C	-15.0
Cc1nc(C)c(C(=O)Nc2nc(-c3ccccn3)cs2)s1	157.0*
CCOc1ccc(-n2c(SCC(=O)Nc3nc4ccccc4s3)nc3c(c2=O)SCC3)cc1	-12.0
CCCCNC(=O)C(=O)Nc1ccccc1C#N	-21.0
COc1ccc(C(=O)N2CCN(c3cc(C(F)(F)F)ncn3)CC2)cc1F	-8.0
Cc1ccc2nc(NC(=O)CN3CCc4nc(NC(=O)c5cnccn5)sc4C3)sc2c1	14.0
O=C(/C=C/c1ccccc1Cl)N(Cc1ccccn1)c1nc2ccccc2s1	6.0
CC(C)=NN=C1NC(=O)C(C)S1 (configuration not stated)	-16.1

Shown bar-delimited: entries from further up.
SMILES | PriA SSB inh
Cc1nc(C)c(C(=O)Nc2nc(-c3ccccn3)cs2)s1 | 157.0*
CCOc1ccc(-n2c(SCC(=O)Nc3nc4ccccc4s3)nc3c(c2=O)SCC3)cc1 | -12.0
CCCCNC(=O)C(=O)Nc1ccccc1C#N | -21.0
COc1ccc(C(=O)N2CCN(c3cc(C(F)(F)F)ncn3)CC2)cc1F | -8.0
Cc1ccc2nc(NC(=O)CN3CCc4nc(NC(=O)c5cnccn5)sc4C3)sc2c1 | 14.0

Going on with the list.
SMILES	PriA SSB inh
CCOc1ccc(CNC(=O)[C@H]2CCc3nn(C)c(=O)cc3C2)cc1OCC	-13.0
COc1cccc(C#N)c1OCC(=O)N1CCCCCC1	-8.0
COc1ccc(C=NNC(=O)c2ccccc2Br)cc1COc1c(F)c(F)cc(F)c1F	2.8
Cc1nnc(NC(=O)Cn2c(-c3ccncc3)nc3ccccc32)s1	-9.0
COC(=O)c1ccc(/C=C(/C#N)C(=O)Nc2cccc([N+](=O)[O-])c2)cc1	6.0
CCOC(=O)N1CCN(CC(O)COc2ccc(C34CC5CC(CC(C5)C3)C4)cc2)CC1 (configuration not stated)	11.0
CCc1ccc(-c2cc3c(=O)n(Cc4nc(-c5ccccc5C)oc4C)ccn3n2)cc1	-7.0
CCn1ccc(C(=O)Nc2nc(-c3ccccc3)c(-c3ccccc3)s2)n1	3.0
Cn1c(-c2ccccn2)nn(CC(=O)OC(C)(C)C)c1=O	-3.0
CC(=O)c1c(C)oc2c(Cl)cc(NS(=O)(=O)c3cc(C)ccc3C)cc12	-10.0
COc1cccc(C(=O)Nc2cc(-c3cccs3)nn2-c2nc(C)cc(=O)[nH]2)c1OC	-2.0
CCCOc1ccc(S(=O)(=O)Nc2ccc3c(c2)C(=O)N(C)CCO3)cc1C	3.0
COCCn1c(=NC(=O)CN2C(=O)CCC2=O)sc2cc(Br)ccc21	2.0
CCOC(=O)c1ccc2nc(-c3ccccc3)cc(OCC(=O)Nc3ccc(F)c(Cl)c3)c2c1	6.0
O=c1ccc(-c2cccnc2)nn1CCNS(=O)(=O)c1cccs1	-5.0
Cn1cccc1CN(Cc1cccs1)C(=O)c1cc(Br)cs1	10.0
NC(=O)c1ccc(NC(=O)Cc2csc(NC(=O)c3ccc[nH]c3=O)n2)cc1	5.0
O=C(CSCc1ccc(Cl)cc1)NN=Cc1ccco1	8.4
COc1cc(NC(=O)CSc2ncc(S(=O)(=O)c3ccc(C)cc3C)c(=O)[nH]2)cc(OC)c1	-11.0
CCNC(=S)N=C(Nc1ccccc1)Nc1nc(C)cc(C)n1	-5.9
COc1ccc(C(=O)c2ccc(N)cc2)cc1OC	-6.0
Cc1cccc(CC(=O)NCCN2CCN(c3ccccc3)CC2)c1	-14.0
Cc1nc2cc(N)ccc2s1	-5.0
O=C(O)c1ccc(=O)n(Cc2ccccc2Cl)c1	-3.0
Cc1ccc(C=NNC(=O)Cc2cccs2)o1	-7.5
Cn1c(=O)c2c(SCC(=O)Nc3cc(C(F)(F)F)ccc3Cl)nc(C3CC3)nc2n(C)c1=O	-4.0
Cc1sc(NC(=O)c2ccc(S(=O)(=O)C(C)C)cc2)c(C#N)c1C	2.0
O=C(Cn1ccc2ccccc21)NCCn1cnc2ccsc2c1=O	-12.0
CNc1nn(CC(=O)Nc2cc(Cl)ccc2OC)c(N)c1-c1nc(-c2ccccc2C)no1	2.0
Cc1cccc(C=NNC(=O)Cc2ccc(Cl)cc2)c1O	-4.5
COc1ccc(-c2csc(CN3CCN(C(=O)c4ccc([N+](=O)[O-])o4)CC3)n2)cc1	19.0
CCOC(=O)c1cc(NC(=O)CSc2nnnn2-c2ccccc2)cc(C(=O)OCC)c1	-13.0
COc1ccccc1C1=NN(c2nc(-c3ccccc3)c3cc(Cl)ccc3n2)C(c2ccco2)C1 (configuration not stated)	-7.0
Cc1cc(C)n(CCNS(=O)(=O)C2CCCCC2)n1	0.0
Cc1ccc(NC(=O)CSc2ncc(S(=O)(=O)c3ccc(Cl)s3)c(N)n2)cc1F	-9.0
CCCCCCCC(=O)NN=Cc1ccco1	-17.2
CC1(c2ccc3c(c2)OCCO3)NC(=O)NC1=O (configuration not stated)	0.0
O=C(Nc1ccccc1-c1ccc(=O)[nH]n1)C1CCN(c2cc(-n3cccn3)ncn2)CC1	5.0
Cc1nc2cc(NC(=O)c3ccc4ncsc4c3)ccc2s1	-35.0
O=C(NN=Cc1cccs1)c1cnccn1	-11.5
c1coc(CNc2nccs2)c1	-4.0
COc1ccc(C=NNC(=S)Nc2cc(S(=O)(=O)N3CCOCC3)ccc2N2CCOCC2)cc1O	10.2
O=C(/C=C/c1cccs1)N1CCN(c2nc3c(F)cccc3s2)CC1	-10.0
CNC(=S)NN=Cc1ccc(OCC(=O)Nc2c(C)cc(C)cc2C)c(OC)c1	-19.1
O=C(O)c1nccnc1-c1nc2ccccc2s1	-1.0
COc1ccc(Cl)cc1S(=O)(=O)NCC(=O)N1CCOC(c2ccccc2)C1 (configuration not stated)	2.0
O=C(Nc1cccc(-c2nc3ccccc3s2)c1)c1cccc(F)c1	-13.0&-11.0
O=C(NCCCn1cccc1)c1ccccc1C(=O)c1ccccc1	13.0
O=C1CN(CCc2ccccc2F)C2CS(=O)(=O)CC2N1c1ccccc1 (configuration not stated)	-15.0
CC(C)N1CCc2c(sc(NC(=O)CSc3ccc(Cl)cc3)c2C(N)=O)C1	9.0
O=S(=O)(Nc1nc2c(Cl)cccc2s1)c1ccc(Cl)s1	0.0
O=C(NCc1nnc(SCC(=O)N2CCc3ccccc32)o1)c1cccc(C(F)(F)F)c1	-10.0&2.0
CCC(C(=O)NCC(OC)c1ccccc1C)c1ccccc1 (configuration not stated)	-9.0
CCCC(=O)Nc1ccc(S(=O)(=O)N2CCOC(c3ccccc3)C2)cc1 (configuration not stated)	10.0
NC(=O)c1ccc(NC(=O)COc2ccc(-n3cccn3)nn2)cc1	-3.0
O=C1Cc2cc(NC(=O)c3ccc(OC(F)(F)F)cc3)ccc2N1	19.0
O=C(Nc1ccc2c(c1)Cc1ccccc1-2)c1coc(NC(=O)c2cnccn2)n1	-9.0
Cc1ccc(C)c(NC(=O)N2CCN(c3ccc(-c4ccco4)nn3)CC2)c1	7.0
CCn1c(SCC(=O)Nc2ccccc2C(=O)OC)nc2c(-c3ccc(C)cc3)csc2c1=O	-5.0
N#Cc1c(NC(=O)c2ccc(-c3ccccc3)cc2)sc2c1CCC2	1.0

(continued)
SMILES	PriA SSB inh
CS(=O)(=O)c1ccc2nc(NC(=O)Cc3csc(NC(=O)NC4CCCC4)n3)sc2c1	-14.0
COCCNS(=O)(=O)c1cc(C)c(OC)cc1C	-10.0&1.0
O=C(COc1ccc(F)cc1)NCCn1ncc2c(=O)n(Cc3cccc4ccccc34)cnc21	4.0
Cn1cccc1CN(C(=O)[C@H]1CC(=O)N(c2ccc(Cl)cc2)C1)C1CC1	-5.0
CC(=O)C(C)n1c(-c2ccccc2)cn2c3c(=O)n(C)c(=O)n(C)c3nc12 (configuration not stated)	8.0
CCOCC(=O)NCc1nn(C)c2c1COCC2	-14.0
Cc1ccc(S(=O)(=O)N2CCN(C/C=C/c3ccccc3)CC2)cc1	-3.0
Cn1cccc1C(CNC(=O)COc1ccccc1F)N1CCCCCC1 (configuration not stated)	-36.0
O=C(CS(=O)(=O)c1cn(CC(=O)N2CCCCC2)c2ccccc12)Nc1cccc(C(F)(F)F)c1	3.0
COC(=O)C1=C(C)Nc2ncnn2C1c1ccnn1C (configuration not stated)	-18.0
O=C1C2C3C=CC(C4CC34)C2C(=O)N1N=Cc1c[nH]c2ccccc12 (configuration not stated)	10.2
O=C(CC1=NS(=O)(=O)c2ccccc2N1)Nc1ccc2c(c1)OCCO2	-2.0
O=C(c1ccc2c(c1)OCO2)N1CCN(C[C@H](O)c2ccco2)CC1	-4.0
NS(=O)(=O)c1ccc(NC(=O)COc2ccc(-n3cccn3)nn2)cc1	16.0
C=CCNC(=O)NCC1(c2ccccc2)CCOCC1	-14.0
COc1ccc(NC(=O)CSc2nnc(Cn3c(=O)sc4ccccc43)n2-c2ccccc2)c(OC)c1	10.0
COc1cc(C=NNC(=O)c2ccc(Cn3nc([N+](=O)[O-])c(Cl)c3C)o2)ccc1O	-1.0
CC(Oc1ccc2c(c1)OCO2)C(=O)NCCn1nc(-c2cccs2)ccc1=O (configuration not stated)	0.0
O=C1/C(=C\Nc2ccc(Oc3ccccc3)cc2)S(=O)(=O)N(Cc2ccc(Cl)cc2)c2ccccc21	-3.0
CC(=O)Nc1ccc(S(=O)(=O)NN=Cc2ccc(C)o2)cc1	-6.9
COc1cccc(Nc2nn3c(=O)c4cc(C)ccc4nc3s2)c1	-3.0
O=C(COc1cccc2ccc(N3CCCC3)nc12)NCc1ccc(F)cc1	-4.0
CCOC(=O)NCCn1nc(-c2ccsc2)cc1C1CC1	-3.0
COc1ccc(C(=O)c2sc3c(c2N)C2(CCCCC2)C(c2nc(-c4ccccc4)cs2)C(N)=N3)cc1 (configuration not stated)	14.0

In a second layout: entries from further up
Cn1cccc1CN(C(=O)[C@H]1CC(=O)N(c2ccc(Cl)cc2)C1)C1CC1
  PriA SSB inh: -5.0
CC(=O)C(C)n1c(-c2ccccc2)cn2c3c(=O)n(C)c(=O)n(C)c3nc12 (configuration not stated)
  PriA SSB inh: 8.0
CCOCC(=O)NCc1nn(C)c2c1COCC2
  PriA SSB inh: -14.0

The list goes on:
SMILES	PriA SSB inh
O=S(=O)(c1c(Cl)cccc1Cl)N1CCC(Cc2ccccc2)CC1	-5.0
CCN(CC)c1ccc(C(=O)c2cnc(N=CN(C)C)s2)cc1	-9.7
CN(C)c1cccc(C(=O)NCc2ccc([C@H](O)c3ccccc3)s2)c1	23.0
O=C(NCCOc1ccc2nnc(-c3ccccc3Cl)n2n1)Nc1ccc(Cl)cc1	-9.0
O=c1c2c(nc(SCc3cccc(F)c3)n1-c1ccc(Br)cc1)CCS2	8.0
CN(C)C=Nc1c(C#N)cnn1C	-9.1
Cc1ccccc1-c1ccc(N2CCN(S(=O)(=O)c3ccc(F)cc3F)CC2)nn1	-2.0
CCOc1ccc(S(=O)(=O)Nc2ccc3nc(C)n(-c4ccc(F)cc4)c(=O)c3c2)c(OCC)c1	-11.0
O=C(Nc1ccc(S(=O)(=O)N2CCCCC2c2cccnc2)cc1)c1ccc(Br)o1 (configuration not stated)	9.0
Cc1ccc(-n2ncc3c(=O)n(NC(=O)COc4ccc5ccccc5c4)cnc32)cc1C	8.0
CCn1c2ccccc2c2cc(C=NNC(=O)c3ccccc3C)ccc21	15.9
CN(C)c1ccc(C=NS(=O)(=O)c2cccs2)cc1	-7.0
COc1ccc(NC(=O)c2sc3[nH]c(=O)c(C(=O)O)cc3c2N)cc1	5.0
Cn1nc(CN(Cc2ccco2)C(=O)c2nc3ccccc3s2)cc1C1CC1	19.0
COc1ccc(-n2c(N)cc(=O)nc2SCC(=O)Nc2cc(C)on2)cc1	4.0
Cc1ccc(C=NNC(=O)CSc2nc3ccccc3[nH]2)o1	7.2
COc1ccc(NC(=O)CSc2ncc(-c3cccc(Br)c3)o2)cc1Cl	-4.0
O=S(=O)(CCCOc1ccc2c(c1)OCO2)NCc1ccco1	12.0
O=C(NN=C1CC2CC=CC12)c1ccccc1Cl (configuration not stated)	0.8
Cc1cc(NC(=O)c2ccccc2C(F)(F)F)n(-c2nc(-c3cccs3)cs2)n1	-2.0
O=C(NN=Cc1c(O)n(Cc2ccccc2)c(=O)[nH]c1=O)c1ccncc1	0.4
CC(=NOC(=O)c1ccc(C)cc1)c1c(C)nc2cc(C)ccn12	-17.7
O=C(c1ccc(-n2cccc2)cc1)N1CC(S(=O)(=O)c2ccc(F)cc2)C1	-10.0
CCCN1C(=O)C(C)(C)COc2ccc(NS(=O)(=O)c3cccs3)cc21	3.0
Cc1cc2ncc3c(n2n1)CCN(C(=O)CCc1ccccc1F)C3	-3.0
COc1ccc(C2CCN(C(=O)c3ccccc3F)C2)cc1 (configuration not stated)	-8.0

Not all compounds are listed; the hit share may differ from the screen's.
